NFkB SMM – NF-kappa-B p105 (human) binding; actives 1.3% (n = 17,000); AID 624139; P19838; calls only; Small molecule microarray, anti-His fluorescence binding;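 active = spot fluorescence over background significantly raised, with a chance value under 7% in all four replicate spots of the compound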;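 note: probe protein is his-tagged human p50 processed subunit at 1 µg/ml; raw spot fluorescence signals with no normalization applied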
Target sequence (P19838 1-433 limits assumed): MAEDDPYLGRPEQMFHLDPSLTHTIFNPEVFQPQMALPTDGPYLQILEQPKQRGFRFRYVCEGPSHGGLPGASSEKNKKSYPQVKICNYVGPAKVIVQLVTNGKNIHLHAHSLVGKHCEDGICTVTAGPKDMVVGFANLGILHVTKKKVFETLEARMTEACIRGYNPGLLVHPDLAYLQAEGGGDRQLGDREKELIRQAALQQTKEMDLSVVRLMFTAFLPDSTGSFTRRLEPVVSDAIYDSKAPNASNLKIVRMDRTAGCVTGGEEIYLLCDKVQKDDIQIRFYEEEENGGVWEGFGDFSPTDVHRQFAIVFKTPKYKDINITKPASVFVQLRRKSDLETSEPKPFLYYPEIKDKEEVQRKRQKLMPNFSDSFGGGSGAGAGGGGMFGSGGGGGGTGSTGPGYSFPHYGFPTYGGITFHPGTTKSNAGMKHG
Calls only; i = inactive; + = active, no number. A portion of the library. The share of hits here may be higher or lower than overall.

#	canonical_smiles	NFkB SMM
1	Cc1ccc(S(=O)(=O)Nc2ccc3c(c2)C(=O)N([C@@H](C)CO)C[C@@H](C)[C@H](CN(C)C(=O)NC2CCCCC2)OCCCC[C@@H](C)O3)cc1	i
2	CCOC(=O)c1c(NC(=O)C2CC(c3cccc(Br)c3)=NO2)sc(C)c1C (centres undefined)	i
3	Cc1noc(C)c1NC(=O)N(C)C[C@@H]1Oc2ccc(NS(=O)(=O)c3cccs3)cc2C(=O)N([C@H](C)CO)C[C@@H]1C	i
4	CCc1c(C)sc(NC(=O)c2ccc(Cn3nc(C)c(Cl)c3C)o2)c1C(N)=O	i
5	C[C@@H]1CN([C@@H](C)CO)C(=O)Cc2cc(NC(=O)Nc3ccc(F)cc3)ccc2O[C@@H]1CN(C)Cc1ccncc1	i
6	C[C@@H]1CN([C@H](C)CO)C(=O)Cc2cc(NS(=O)(=O)c3cn(C)cn3)ccc2O[C@H]1CN(C)C(=O)Nc1ccc(F)cc1	i
7	C[C@H]1C(=O)N2c3ccccc3[C@@]3(O)C[C@@H]4C(=O)N[C@@](C)(c5nc6ccccc6c(=O)n54)N1[C@@H]23	i
8	C[C@H](CO)N1C[C@H](C)[C@@H](CN(C)C)Oc2ccc(NC(=O)C3CC3)cc2C1=O	i
9	Cc1ccc(S(=O)(=O)Nc2ccc3c(c2)C(=O)N([C@@H](C)CO)C[C@@H](C)[C@H](CN(C)Cc2ccncc2)OCCCC[C@@H](C)O3)cc1	i
10	C[C@@H]1CN([C@H](C)CO)C(=O)c2cc(NC(=O)C3CC3)ccc2O[C@H]1CN(C)C(=O)Nc1ccc2c(c1)OCO2	i
11	CNC[C@H]1Oc2ccc(NC(=O)Nc3ccc(OC)cc3)cc2C(=O)N([C@H](C)CO)C[C@H]1C	i
12	C[C@H](CO)N1C[C@H](C)[C@@H](CN(C)C(=O)C2CCCCC2)OCCCC[C@H](C)Oc2ccc(NS(=O)(=O)c3ccccc3)cc2C1=O	i
13	C[C@@H]1CN([C@H](C)CO)C(=O)c2cc(NC(=O)C3CCCCC3)ccc2O[C@@H](C)CCCCO[C@@H]1CN(C)C(=O)Nc1ccccc1	i
14	C[C@H](CO)N1C[C@H](C)[C@H](CN(C)S(=O)(=O)c2ccc(Oc3ccccc3)nc2)OCc2cn(nn2)CCCC1=O	i
15	C[C@H]1CN([C@@H](C)CO)C(=O)Cc2cc(NS(=O)(=O)c3ccc(Cl)cc3)ccc2O[C@@H]1CN(C)C(=O)Nc1ccc(F)cc1	i
16	C/C(=N\O)C(=O)NCCCCCNC(=O)OCc1ccccc1	i
17	CC1CCC2(C)C(CC(O)C(O)C23CO3)C1(C)CCC1=CC(=O)OC1O (centres undefined)	i
18	Oc1ccc(CCCCC(O)CCc2ccc(O)cc2)cc1 (centres undefined)	i
19	C[C@H]1CN([C@@H](C)CO)C(=O)Cc2cc(NC(=O)Nc3ccc(F)cc3)ccc2O[C@H]1CN(C)CC1CC1	i
20	CC1(C)C[C@H]2C3=CCC4[C@@]5(C)CC[C@H](O[C@@H]6O[C@H](CO)[C@@H](O)[C@H](O)[C@H]6O)C(C)(C)C5CC[C@@]4(C)[C@]3(C)CC[C@@]2(C(=O)O[C@@H]2O[C@H](CO)[C@@H](O)[C@H](O)[C@H]2O)CC1O (some centres undefined)	i
21	C/C(=C\Cc1c(O)ccc2cc(O)c(=O)oc12)COC1OC(CO)C(O)C(O)C1O (centres undefined)	i
22	C=CCN1C(=O)N[C@@H]2c3ccccc3O[C@@]1(COCc1ccc(OC)cc1)[C@@H]2CO	i
23	CC(C)[C@H](NC(=O)[C@H](C)N(C)C)C(=O)N1CC[C@@H]2Oc3ccc(cc3)/C=C\NC(=O)[C@H](Cc3ccccc3)NC(=O)C21 (some centres undefined)	i
24	C[C@H](CO)N1C[C@H](C)[C@@H](CN(C)S(=O)(=O)c2cccs2)Oc2ccc(N(C)C)cc2C1=O	i
25	C[C@H]1CN([C@@H](C)CO)C(=O)c2cccc(NC(=O)Nc3cccc4ccccc34)c2O[C@@H]1CN(C)C(=O)Nc1ccc(F)cc1	i
26	CC(C)Oc1ccc2c(=O)c3cc(C(=O)O)ccc3oc2c1	i
27	COc1cccc2cc(C(=O)N3CCN(CCN4C(=O)c5cccc6cccc(c56)C4=O)CC3)c(=O)oc12	i
28	Cc1ccc(-n2c(Cn3c(-c4ccccn4)nc4ccccc43)n[nH]c2=S)c(Br)c1	i
29	CC(=O)n1cc([C@@H]2C=C(C(=O)N3CCN(Cc4ccccc4)CC3)O[C@H](OCCCCO)C2)c2ccccc21	i
30	C[C@@H]1CCCCO[C@H](CN(C)S(=O)(=O)c2cn(C)cn2)[C@@H](C)CN([C@H](C)CO)C(=O)c2cc(NS(C)(=O)=O)ccc2O1	i
31	C[C@@H]1CN([C@@H](C)CO)C(=O)c2cc(NC(=O)Nc3ccc(F)cc3)ccc2O[C@@H]1CN(C)C	i
32	COc1cc(S(=O)(=O)NC2CC(C)(C)NC(C)(C)C2)c(OC)cc1Br	i
33	Cc1noc(C)c1S(=O)(=O)Nc1ccc2c(c1)C(=O)N([C@H](C)CO)C[C@H](C)[C@@H](CN(C)C(=O)Cc1ccccc1)OCCCC[C@H](C)O2	i
34	CC1(C)CC[C@@]2(C(=O)O)C(C1)C1=CCC3[C@@]4(C)CC[C@H](O[C@@H]5O[C@H](C(=O)O)[C@@H](O[C@@H]6OC[C@@H](O)[C@H](O)[C@H]6O)[C@H](O)[C@H]5O)C(C)(C)C4CC[C@@]3(C)[C@]1(C)C[C@H]2O (some centres undefined)	i
35	O=C(O)C1=C[C@H](c2ccc3c(c2)OCO3)C[C@H](OCc2ccc(CO)cc2)O1	i
36	Cc1ccc(S(=O)(=O)Nc2cccc3c2O[C@@H](CN(C)S(=O)(=O)c2cn(C)cn2)[C@@H](C)CN([C@@H](C)CO)C3=O)cc1	i
37	COc1ccc(CN(C)C[C@@H]2Oc3ccc(NC(=O)CCC(F)(F)F)cc3C(=O)N([C@H](C)CO)C[C@@H]2C)cc1	i
38	C[C@H]1CN([C@@H](C)CO)C(=O)Cc2cc(NC(=O)CCN3CCOCC3)ccc2O[C@H]1CN(C)S(=O)(=O)c1ccccc1	i
39	C[C@@H]1CN([C@H](C)CO)C(=O)c2cccc(NS(=O)(=O)c3ccccc3)c2O[C@H]1CN(C)S(=O)(=O)c1ccc(Cl)cc1	i
40	O=C(CCCC(=O)Nc1ccccc1)Nc1ccccc1	i
41	CC(C)NC(=O)N(C)C[C@H]1OCCCC[C@@H](C)Oc2ccc(NS(C)(=O)=O)cc2C(=O)N([C@@H](C)CO)C[C@H]1C	i
42	COc1ccc2c3c1OC1CC(O)C=CC31CCN(C)C2 (centres undefined)	i
43	Cc1ccc(C(=O)Nc2sc3c(c2C#N)CCCC3)cc1S(=O)(=O)N1CCOCC1	i
44	C[C@@H]1CN([C@H](C)CO)C(=O)c2cccc(NC(=O)Nc3ccc(C(F)(F)F)cc3)c2O[C@H]1CN(C)Cc1ccncc1	i
45	C[C@@H]1CCCCO[C@H](CN(C)Cc2ccc(C(=O)O)cc2)[C@H](C)CN([C@@H](C)CO)C(=O)c2cc(NC(=O)CCCN(C)C)ccc2O1	i
46	COc1ccc(C(=O)O[C@H]2CC(C)=CCC3(C)CC[C@@](O)(C(C)C)[C@H]23)cc1 (some centres undefined)	i
47	C[C@@H]1CN([C@@H](C)CO)C(=O)c2cccc(NS(C)(=O)=O)c2O[C@H]1CN(C)Cc1ccc(Cl)c(Cl)c1	i
48	CC(C)=CCn1cnc(=N)c2[nH]cnc21	i
49	C[C@@H]1CCCCO[C@H](CN(C)C(=O)Nc2cccc3ccccc23)[C@@H](C)CN([C@@H](C)CO)C(=O)c2cc(NC(=O)c3ccncc3)ccc2O1	+
50	Cc1noc(C)c1NC(=O)Nc1ccc2c(c1)C(=O)N([C@H](C)CO)C[C@@H](C)[C@H](CN(C)C(=O)Nc1ccc(C(F)(F)F)cc1)OCCCC[C@@H](C)O2	i
51	C[C@@H]1CCCCO[C@H](CN(C)C(=O)c2ccccc2)[C@H](C)CN([C@@H](C)CO)C(=O)c2cc(NS(C)(=O)=O)ccc2O1	i
52	Cc1ccccc1-c1nnc(SCC(=O)Nc2cccc(Br)c2)n1C	i
53	O=C(Cn1cc(Br)c([N+](=O)[O-])n1)Nc1ccccc1F	i
54	C[C@@H]1CN([C@@H](C)CO)C(=O)c2cc(NC(=O)CCCN(C)C)ccc2O[C@@H](C)CCCCO[C@@H]1CN(C)Cc1ccc2c(c1)OCO2	i
55	C[C@@H]1CN([C@@H](C)CO)C(=O)c2cc(NC(=O)CCN3CCOCC3)ccc2O[C@@H]1CN(C)C(=O)Nc1ccccc1	i
56	C[C@@H]1CN([C@H](C)CO)C(=O)c2cc(NC(=O)Nc3ccc(F)cc3)ccc2O[C@H]1CN(C)C(=O)Nc1cccc2ccccc12	i

(further entries)
#	canonical_smiles	NFkB SMM
57	C=C[C@](C)(CC[C@@]1(C)[C@H](C)C[C@H](O[C@@H]2O[C@@H](C)[C@H](O[C@@H]3O[C@H](COC(C)=O)[C@@H](O)[C@H](O)[C@H]3O)[C@@H](O)[C@H]2O)[C@@]2(C)C(C)=CCC[C@H]12)O[C@@H]1O[C@H](C)[C@H](O[C@@H]2O[C@@H](C)[C@H](O)[C@@H](O)[C@H]2O)[C@H](O)[C@H]1O	i
58	C[C@H]1CN([C@@H](C)CO)C(=O)c2cccc(NS(=O)(=O)c3cccs3)c2O[C@H]1CN(C)Cc1ccc2c(c1)OCO2	i
59	COc1ccc(OC)c(NC(=O)c2c(NC(=O)CN3CCOCC3)sc3c2CCC3)c1	i
60	OC(COc1ccc2ccccc2c1Br)Cn1ccnc1 (centres undefined)	i
61	C[C@H](CO)N1C[C@H](C)[C@H](CN(C)S(=O)(=O)c2ccc(Cl)cc2)Oc2c(NC(=O)Nc3ccc(C(F)(F)F)cc3)cccc2C1=O	i
62	C[C@@H]1CN([C@H](C)CO)C(=O)c2cccc(NC(=O)c3ccncc3)c2O[C@H]1CN(C)CC1CC1	i
63	CC(C)CNc1nc(Oc2ccc(=O)[nH]n2)nc(N(C)C)n1	i
64	C[C@@H]1CCCCO[C@@H](CN(C)Cc2ccc(Cl)c(Cl)c2)[C@@H](C)CN([C@@H](C)CO)C(=O)c2cc(NS(C)(=O)=O)ccc2O1	i
65	CC/C=C\C/C=C\C/C=C\CCCCCCCCCC(=O)O	i
66	COc1cccc(-c2cnc3c(c2)C(=O)N([C@H](C)CO)C[C@H](C)[C@H](CN(C)S(C)(=O)=O)O3)c1	i
67	CCCC(O)C#Cc1cnc2c(c1)C(=O)N([C@H](C)CO)C[C@H](C)[C@H](CN(C)C(=O)NC(C)C)O2 (some centres undefined)	i
68	CCO[C@H]1OC(C(=O)NC2CC2)=C[C@@H](c2ccc(Br)cc2)[C@@H]1CCCO	i
69	CNC[C@@H]1Oc2ccc(NC(=O)Nc3c(C)noc3C)cc2CC(=O)N([C@H](C)CO)C[C@@H]1C	i
70	C[C@@H]1CN([C@@H](C)CO)C(=O)c2cc(NS(=O)(=O)c3cn(C)cn3)ccc2O[C@H]1CN(C)Cc1ccc(C(F)(F)F)cc1	i
71	O=C(O)CCSc1nc2ccccc2s1	i
72	C[C@H](CO)N1C[C@H](C)[C@H](CN(C)S(=O)(=O)c2cn(C)cn2)Oc2ncc(C#Cc3ccccc3)cc2C1=O	i
73	C[C@H](CO)N1C[C@H](C)[C@H](CN(C)Cc2ccc3c(c2)OCO3)Oc2c(NS(C)(=O)=O)cccc2C1=O	i
74	COc1c(C(=O)O)ccc2c1CCC(C)(C)O2	i
75	Cc1cc2nc(-c3ccc(Cl)c(NC(=O)COc4ccccc4)c3)oc2cc1C	i
76	C[C@@H]1CN([C@@H](C)CO)C(=O)c2cccc(NC(=O)C3CCOCC3)c2O[C@H]1CN(C)Cc1ccccc1	i
77	COc1ccc([Si](C)(C)[C@@H]2[C@@H](CCO)O[C@]3(C(=O)N(Cc4ccccc4)c4ccc(N5CCOC5=O)cc43)[C@H]2C)cc1	i
78	C[C@@H]1CN([C@H](C)CO)C(=O)c2cc(N(C)C)ccc2O[C@@H]1CN(C)Cc1ccncc1	i
79	Cc1noc(C)c1S(=O)(=O)Nc1ccc2c(c1)C(=O)N([C@H](C)CO)C[C@H](C)[C@H](CN(C)Cc1ccncc1)OCCCC[C@H](C)O2	i
80	Cc1cc(C(=O)CSc2nnc3ccccn23)c(C)n1Cc1ccccc1	i
81	C[C@H]1CCCCO[C@@H](CN(C)S(=O)(=O)c2ccccc2)[C@@H](C)CN([C@@H](C)CO)C(=O)c2cc(NS(C)(=O)=O)ccc2O1	i
82	COc1ccc(S(=O)(=O)N(C)C[C@H]2Oc3ccc(NC(=O)Cc4cn(C)c5ccccc45)cc3C(=O)N([C@@H](C)CO)C[C@H]2C)cc1	i
83	O=C(CCN1C(=O)C2C3C=CC(C4CC34)C2C1=O)Oc1ccccc1 (centres undefined)	i
84	C[C@H]1CCCCO[C@@H](CN(C)C)[C@@H](C)CN([C@@H](C)CO)C(=O)c2cc(NC(=O)Cc3ccccc3)ccc2O1	i
85	Cc1ccc(C(=O)CSc2nnc(-c3ccccc3)n2-c2ccccc2)o1	i
